# Compound activity from PubChem.
# PTHR1 ag – agonists of human PTHR1 parathyroid hormone receptor; HEK293 GP2 PTHR1 cells, GloSensor cAMP luminescence, 1 h; Potency, µM (top dose mostly 115 µM), inactives show at the highest dose activation, actives largely listed as activators; hit rate 0.075% among 410,000; AID 743266; also: potency is read from the fitted curve at half-maximal effect; nearly all actives have a fitted effect of over 55% in size; some results filed as inactive show a strong effect at the top dose; inactives centre near -15; many of its hits are not listed in these tables
# Target sequence (Q03431 whole entry, looked up): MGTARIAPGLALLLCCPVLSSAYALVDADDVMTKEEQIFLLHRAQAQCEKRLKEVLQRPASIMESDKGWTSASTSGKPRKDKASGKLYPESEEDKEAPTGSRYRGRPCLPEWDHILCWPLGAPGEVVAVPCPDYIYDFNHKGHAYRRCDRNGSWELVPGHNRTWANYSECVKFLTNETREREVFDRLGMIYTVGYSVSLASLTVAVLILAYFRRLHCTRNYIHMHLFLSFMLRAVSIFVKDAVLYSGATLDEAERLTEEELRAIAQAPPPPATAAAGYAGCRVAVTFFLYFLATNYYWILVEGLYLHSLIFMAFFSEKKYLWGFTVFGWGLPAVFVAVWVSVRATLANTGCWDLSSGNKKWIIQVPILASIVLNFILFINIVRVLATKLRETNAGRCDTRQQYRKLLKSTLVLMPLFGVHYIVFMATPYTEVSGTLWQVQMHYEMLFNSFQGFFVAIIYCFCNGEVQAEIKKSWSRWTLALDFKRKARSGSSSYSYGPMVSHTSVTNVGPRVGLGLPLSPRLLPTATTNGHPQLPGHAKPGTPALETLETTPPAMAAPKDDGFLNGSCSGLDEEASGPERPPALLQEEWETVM
#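 HEK-293-derived GP2 cells expressing PTHR1 and a GloSensor cAMP reporter, 3,000/well, plated overnight, given luciferin plus IBMX (each 0.5 mM as added) for 1 h at 37 °C, then compound for 1 h at 37 °C. Luminescence was read after 15 min at room temperature.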
# FUS yeast rescue – rescues growth of FUS-expressing yeast | S. cerevisiae FUS-expressing, growth rescue, OD600, 24 h | hit rate 0.24% among 390,000 | Potency, µM (doses to about 76.6 µM), inactives show at the highest dose growth rescue (activation), usual class: activators;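 also: potency is read from the fitted curve at half-maximal effect; plate controls were DMSO vehicle for no effect and reference control for full effect; nearly all actives have a fitted effect of over 55% in size; some results filed as inactive show a strong effect at the top dose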
#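 Quantitative HTS measuring growth restoration of FUS-toxic yeast. Galactose-induced cells (OD 0.005) were exposed 24hr at 30C to compounds at several concentrations, then absorbance at 600 nm was recorded.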
# aSyn rescue – inhibitors of alpha-synuclein toxicity in yeast; AID 652106; Yeast expressing alpha-synuclein, growth rescue, BacTiter-Glo, 24 h; Potency, µM (titrated, usually from 46.1 µM), without a hit: top-dose growth rescue (activation), usual class: activators; hit rate 0.14% among 370,000; also: potency is read from the fitted curve at half-maximal effect; % of control where 0% means no effect; nearly all actives have a fitted effect of over 65% in size
#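 Screening used galactose-induced yeast with toxic alpha-synuclein levels, exposed to compound for 24 hr at 30 deg C. Cell growth, read with BacTiter-Glo luminescence, gave the measured signal.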
# Akt phos inh – blocks phosphorylation of Akt | Neuro2A IGF-stimulated pAkt S473 HTRF, 20 min; active compounds read low | AID 651550 | activity change, % for hits at 50 µM | hit rate 0.32% among 360,000; in the data active = activity change below about -80%; inconclusive = mostly about -51% to -80%; also: % is scaled to controls: 0 for no effect and ±100 for the full control effect
#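 Single-point screen (50 µM final compound) in Neuro2A cells stimulated 20 min with 6 nM IGF at 37 deg C. After lysis, Ser473-phosphorylated Akt read by HTRF (ex 330 nm, em 615/665 nm) as the 665/615 ratio.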
# GLP1R cytotox – cytotoxic in the GLP-1 receptor inverse agonist counter-screen. AID 624418. Potency, µM (series often up to 38.3 µM), for inactives: top-dose activity change, negative = inhibition, hits mostly inhibitors. hit rate 0.13% among 410,000. HEK293 cAMP-luciferase reporter cells, luminescence, 24 h;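 also: loss of luciferase light is scored as toxicity; potency is read from the fitted curve at half-maximal effect; % is scaled to controls: 0 for no effect and ±100 for the full control effect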
#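 Quantitative HTS format, 1536 wells, 200 cells/uL seeded. Compounds: 23 nL, 24 h, 37 °C. Detection: luciferase reagent, luminescence at 12 min RT; decreased signal taken as cytotoxic.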
# Mm-Cpn inhibitor – M. maripaludis TRiC chaperonin inhibition; purified Mm-Cpn ATPase, ADP Transcreener TR-FRET; hit rate 0.031% among 330,000; Potency, µM (highest dose often 76.9 µM), inactives show at the top dose activity, negative = inhibition, usual class: inhibitors; AID 504842; also: potency is read from the fitted curve at half-maximal effect; % is scaled to controls: 0 for no effect and ±100 for the full control effect; nearly all actives have a fitted effect of over 80% in size
#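 25 nM Mm-CPN + cpd, 10 min 37°C; + 10 uM ATP, 30 min 37°C; buffer 30 mM Tris pH 7.4, 100 mM KCl, 5 mM MgCl2, 1 mM DTT; Transcreener ADP HTRF detection 30 min RT.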
# GLP-1R inv ag – inverse agonists of human GLP-1 receptor; P43220; HEK293 GLP-1R CRE-luciferase, luminescence, 24 h; GLP-1R form is constitutively active; Potency, µM (series often up to 38.3 µM), inactives show at the top dose activity change, negative = inhibition, usual class: inhibitors; hit rate 1.6% among 410,000; AID 624417; also: potency is read from the fitted curve at half-maximal effect; % is scaled to controls: 0 for no effect and ±100 for the full control effect; nearly all actives have a fitted effect of over 55% in size
# Target sequence (P43220 whole entry, looked up): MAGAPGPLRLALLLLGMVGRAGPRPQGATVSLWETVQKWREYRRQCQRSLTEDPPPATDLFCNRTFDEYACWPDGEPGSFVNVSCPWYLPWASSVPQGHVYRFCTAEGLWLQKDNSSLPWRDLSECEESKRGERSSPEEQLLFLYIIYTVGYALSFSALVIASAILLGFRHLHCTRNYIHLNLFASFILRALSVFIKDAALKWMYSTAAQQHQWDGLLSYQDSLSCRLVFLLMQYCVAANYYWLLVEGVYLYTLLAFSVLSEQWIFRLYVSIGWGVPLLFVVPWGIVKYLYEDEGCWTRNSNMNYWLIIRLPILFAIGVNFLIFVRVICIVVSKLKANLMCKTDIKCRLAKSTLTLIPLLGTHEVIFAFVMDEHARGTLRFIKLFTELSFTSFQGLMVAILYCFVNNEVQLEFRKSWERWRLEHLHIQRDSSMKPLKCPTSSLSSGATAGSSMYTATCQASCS
#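 Assay principle: reduced luminescence from a cAMP-responsive reporter in HEK293 cells co-expressing a constitutively active GLP-1R. Conditions: 24 hr compound incubation, 37 deg C, 5% CO2.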
# Abeta yeast res – A-beta toxicity reversal in yeast; yeast expressing A-beta42, growth rescue, OD600, 48 h; response scale: 0% DMSO, 100% iron-clioquinol control; hit rate 0.063% among 410,000; AID 1347071; Potency, µM (top dose mostly 46.1 µM), inactives show at the highest dose growth rescue, most hits filed as activators; also: potency is read from the fitted curve at half-maximal effect; nearly all actives have a fitted effect of over 55% in size
#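 Growth rescue measured by 600 nm absorbance after 48 h yeast culture at 30 C with compound. Values normalized between DMSO and an equimolar ferric chloride plus clioquinol control.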
# TDP-43 yeast inh – inhibitors of TDP-43 toxicity in yeast | TDP-43 expressing yeast growth rescue, BacTiter-Glo, 24 h | Potency, µM (highest dose often 46.1 µM), for inactives: at the highest dose growth rescue (activation), hits mostly activators | hit rate 1.8% among 410,000 | AID 652104; also: potency is read from the fitted curve at half-maximal effect; % of control where 0% means no effect; nearly all actives have a fitted effect of over 50% in size
#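 Yeast cells expressing TDP-43 under galactose induction are exposed to compounds for 24 hr at 30 deg C. BacTiter-Glo luminescence measures growth, so protective compounds score as activators.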
# Numbers without * were called inactive; i = inactive; ? = inconclusive; nt = no result given; [ ] = remark or other dose. Unless noted, calls follow the shape of the dose curve; as a rule, active = well fitted curve in the direction sought with a large enough effect; inconclusive = small, poorly fitted or top-dose-only effect, or another doubt; inactive = no such curve, though single readings can be large; an effect the other way counts as inactive or inconclusive. An excerpt. The share of hits here may be higher or lower than overall.
1	CCOc1cnc(-c2c(-c3c(Cl)cccc3Cl)noc2C)o1
2	Cc1ccc(NC(=O)C2CCN(S(=O)(=O)c3ccc4[nH]c(=O)ccc4c3)CC2)cc1C
3	CC(=O)Nc1ccc(C(=O)Nc2cccc(S(=O)(=O)N(C)c3ccccc3)c2)cc1
4	Cn1c(=O)c(=O)n(C)c2cc(N3CCCC3)c(NC(=O)c3ccc(C(C)(C)C)cc3)cc21
5	CCN(CC)CCNC(=S)NC(=O)c1cn(-c2ccccc2)nc1-c1ccc(OC)cc1
6	Cn1c(=O)c2c(ncn2CC(=O)Nc2ccc3c(c2)OCO3)n(C)c1=O
7	CC(C)(C)c1cc(/C=N/NC(=O)C[n+]2ccccc2)cc(C(C)(C)C)c1O
8	CCC1=C(OC(=O)N(CC)CC)N2C(=O)OC(=NCC3CC3)[C@]2(Cc2ccccc2)[C@H]2C1=CC[C@H]1C(=O)NC(=O)[C@H]12

Compound,1,2,3,4,5,6,7,8
PTHR1 ag,-6%,i,-37%[inhibitor],-11%,14%,-8%,-6%,i
FUS yeast rescue,21%,-5%,-14%,-1%,-8%,nt,-11%,8%
aSyn rescue,10%,nt,-3%,nt,1%,-2%,25%,5%
Akt phos inh,i,nt,i,nt,i,i,i,i
GLP1R cytotox,-4%,-13%,-12%,18%,?,12%,1%,0%
Mm-Cpn inhibitor,0%,nt,-3%,nt,1%,nt,2%,2%
GLP-1R inv ag,?,12%,-27%,-6%,5µM*,20%,-30%,25%
Abeta yeast res,-26%,-13%,0%,-29%,-3%,-8%,22%,4%
TDP-43 yeast inh,0%,20%,-5%,?,24%,-3%,11%,6%

# Two of the compounds above, with two lines to a compound.
# Values run as follows: PTHR1 ag, FUS yeast rescue, aSyn rescue, Akt phos inh, GLP1R cytotox, Mm-Cpn inhibitor, GLP-1R inv ag, Abeta yeast res, TDP-43 yeast inh
(6) Cn1c(=O)c2c(ncn2CC(=O)Nc2ccc3c(c2)OCO3)n(C)c1=O
  -8%, nt, -2%, i, 12%, nt, 20%, -8%, -3%
(7) CC(C)(C)c1cc(/C=N/NC(=O)C[n+]2ccccc2)cc(C(C)(C)C)c1O
  -6%, -11%, 25%, i, 1%, 2%, -30%, 22%, 11%

# Next structures follow.
9	COc1ccc(C2C(C(=O)NCc3cccnc3)c3cc(OC)c(OC)cc3C(=O)N2C)cc1 (stereo unspecified)
10	Cn1nc(C(=O)NNC(=O)c2ccccc2F)c2ccccc2c1=O
11	CCOC(=O)c1cnc2c(C)c(C)ccc2c1Nc1ccc(S(=O)(=O)Nc2ncccn2)cc1
12	Cc1ccc(OCCN(C)C(=O)C2CCC(=O)N(Cc3ccccc3F)C2)cc1 (stereo unspecified)
13	CCN(C(=O)COC(=O)c1ccc2c(c1)OCO2)c1ccccc1
14	Nc1nc2cc(Cl)ccc2cc1C(=O)NCCCc1ccccc1
15	COc1ccc(Nc2cc(C(=O)NCCCN(C)Cc3ccccc3)c3ccccc3n2)c(OC)c1
16	COc1ccc2oc(=O)c(C(=O)O)cc2c1

Compound,9,10,11,12,13,14,15,16
PTHR1 ag,i,i,i,-1%,-17%,-48%[inhibitor],i,i
FUS yeast rescue,3%,nt,5%,17%,-7%,-12%,-7%,6%
aSyn rescue,2%,11%,-2%,-2%,16%,?,nt,10%
Akt phos inh,i,i,i,i,i,i,nt,i
GLP1R cytotox,-10%,-17%,-8%,-18%,3%,2%,13%,4%
Mm-Cpn inhibitor,0%,-3%,-3%,1%,1%,nt,nt,0%
GLP-1R inv ag,15%,13%,16%,0%,-17%,?,?,6%
Abeta yeast res,14%,-17%,18%,10%,14%,-5%,5%,13%
TDP-43 yeast inh,12%,-1%,21%,10%,25%,1%,16%,-31%[inhibitor]

17	CCCCCC(=O)NNC1CC(=O)N(c2ccccc2)C1=O (stereo unspecified)
18	O=C(CCc1nc(-c2ccccc2Cl)no1)NCC1CCCO1 (stereo unspecified)
19	O=C(CCNC(=O)c1ccc(Br)o1)NCc1ccccn1
20	O=C(CSc1n[nH]c(-c2ccncc2)n1)Nc1ccc(Cl)c(C(=O)O)c1
21	CCOc1ccc(CCNC(=O)c2nn(-c3ccc(OC)c(Cl)c3)c(=O)c3c2c2ccccc2n3C)cc1OCC
22	Cc1ccc(NC(=O)c2ccc(NCc3ccc(F)cc3)nc2)cc1
23	CS(=O)(=O)N(Cc1ccccc1)c1ccc(C(=O)N2CCc3ccccc3C2)cc1
24	O=c1oc(-c2cccs2)nc2sc3c(c12)CCCC3

Compound,17,18,19,20,21,22,23,24
PTHR1 ag,i,-3%,i,i,-15%,-12%,-35%[inhibitor],i
FUS yeast rescue,10%,4%,-6%,-19%,-18%,-22%,45%,1%
aSyn rescue,-1%,-3%,-2%,3%,nt,?,-13%,-15%
Akt phos inh,i,i,i,i,nt,i,i,i
GLP1R cytotox,3%,14%,3%,4%,-4%,-13%,-16%,1%
Mm-Cpn inhibitor,3%,1%,-4%,-2%,nt,0%,0%,-1%
GLP-1R inv ag,-11%,3%,3%,17%,7%,-13%,0%,-7%
Abeta yeast res,9%,-8%,3%,-4%,-16%,-5%,34%,-2%
TDP-43 yeast inh,-33%[inhibitor],-6%,-12%,-1%,-20%,-4%,0%,-20%

25	COc1ccc(CNc2nc3ccccc3n2Cc2ccc(C)cc2)cc1OC
26	COc1ccc(C(=O)NCC(=O)OCC(=O)c2ccc3c(c2)NC(=O)CO3)cc1OC
27	COc1ccc(-n2c(SCC(=O)Nc3ccc(Br)cc3)nc(O)cc2=O)cc1
28	Cc1cccc(NC(=O)Nc2ccc(OCc3ccccc3)cc2)n1
29	Cc1cccc(N(CC(=O)NCCC2=CCCCC2)S(C)(=O)=O)c1C
30	Cc1ccc(-c2csc3nc(C)n(-n4cccc4)c(=O)c23)o1
31	CCc1ccc(C(=O)c2cn(CC(=O)Nc3cc(OC)cc(OC)c3)c3ccc(CC)cc3c2=O)cc1
32	O=C(NCCc1cccc(F)c1)C1CC(O)CN1C(=O)Nc1ccccc1 (stereo unspecified)

Compound,25,26,27,28,29,30,31,32
PTHR1 ag,i,?,-27%,-18%,-20%,-1%[57.5 µM],-4%,-12%
FUS yeast rescue,nt,6%,23%,12%,2%,-9%,-10%,-13%
aSyn rescue,-3%,-3%,0%,-6%,2%,11%,nt,-2%
Akt phos inh,i,i,i,i,i,i,nt,i
GLP1R cytotox,-2%,1%[7.66 µM],-6%,-5%,-7%,-2%,3%,-5%
Mm-Cpn inhibitor,0%,4%,-9%,-3%,-2%,?,nt,nt
GLP-1R inv ag,-6%,2%[7.66 µM],10%,37%[activator],0%,28%,9%,0%
Abeta yeast res,-8%,-7%,1%,-7%,4%,-8%,-7%,6%
TDP-43 yeast inh,10%,-16%[9.22 µM],-1%,-7%,1%,0%,7%,3%

33	Cc1ccc(CN2CCN(C/C=C/c3ccc(F)cc3)CC2CCO)o1 (stereo unspecified)
34	CCCOC(=O)Cn1cnc2scc(-c3ccc(C)cc3)c2c1=O
35	COc1ccc(C(=O)NC(=S)Nc2ccccc2[N+](=O)[O-])cc1OC
36	COc1ccc(CN2CCN(C(=O)CC(C)C)CC2)c2ccccc12
37	NC(=O)SCC(=O)Nc1ccc(Cl)c(Cl)c1
38	CC(C)NC(=O)C1(C)CN(S(C)(=O)=O)CC(=O)N1Cc1cccc(C(F)(F)F)c1 (stereo unspecified)
39	Cc1ccccc1-n1nc(CO)c(C(=O)NCc2cccs2)n1
40	CC(C)C(=O)Nc1cc2c3c(c1)CCC(=O)N3CCC2

Compound,33,34,35,36,37,38,39,40
PTHR1 ag,-10%,i,i,-35%[inhibitor],i,20%,i,i
FUS yeast rescue,2%,20%,8%,12%,nt,10%,0%,-19%
aSyn rescue,7%,5%,-8%,4%,-13%,0%,nt,0%
Akt phos inh,i,i,i,i,i,i,nt,nt
GLP1R cytotox,-8%,-1%,5%,-20%,?,-3%,6%,4%
Mm-Cpn inhibitor,1%,1%,-3%,-2%,?,nt,nt,1%
GLP-1R inv ag,?,?,17%,?,0%,9%,1%,13%
Abeta yeast res,8%,18%,0%,-4%,9%,-14%,12%,-4%
TDP-43 yeast inh,6%,1%,-19%,-7%,?,-17%,19%,14%

41	O=C(Cc1ccccc1)NNC(=O)Nc1cccc(Cl)c1
42	OCCN1CCN(c2cnc(-c3ccsc3)cn2)CC1
43	CCO[C@@H]1OC(C(=O)N2CCN(C)CC2)=C[C@H](C(C)(C)C)[C@H]1CCCO
44	Cc1cc(C(=O)OCC(=O)NC2(C#N)CCCCC2)c(C)o1
45	CCCCC(CC)CNC(=O)CN1C(=O)NC2(CCc3ccccc32)C1=O (stereo unspecified)
46	Cc1cc2nc(N3CCN(C(=O)c4cccs4)CC3)sc2cc1C
47	O=C(NNc1c(F)c(F)cc(F)c1F)c1cc2ccccc2oc1=O

Compound,41,42,43,44,45,46,47
PTHR1 ag,i,i,16%,-29%,i,-26%,-5%
FUS yeast rescue,-2%,-22%,-17%,-16%,13%,-14%,-5%
aSyn rescue,12%,2%,0%,2%,3%,-1%,2%
Akt phos inh,i,i,i,i,i,i,i
GLP1R cytotox,2%,0%,4%,-2%,-1%,-9%,15%
Mm-Cpn inhibitor,1%,nt,nt,0%,-1%,-3%,1%
GLP-1R inv ag,?,?,-2%,18%,?,7%,18%
Abeta yeast res,-2%,-6%,0%,11%,-19%,1%,0%
TDP-43 yeast inh,0%,28%,-2%,22%,-17%,-16%,-13%
